High-throughput results deposited in PubChem by University of Kansas High Throughput Screening Laboratory.
Pf apPOL block: Pf-apPOL inhibitors, biochemical, fluorescence | Plasmodium falciparum apicoplast DNA polymerase (apPOL) | Recombinant Pf-apPOL, molecular beacon fluorescence, 1.5 h | inhibition, % at 10 µM | 0.25% of 210,000 active | AID 1794808, 2022
mHTT CaM bind: mutant huntingtin-calmodulin interaction inhibitors – biochemical, AlphaScreen, primary screen; AlphaScreen His-mHTT/GST-CaM binding, luminescence; inhibition, % at 15 µM; 3.6% of 190,000 active; AID 1671202, 2021;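 also: 0% = both proteins with DMSO and 100% = one protein alone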
Target sequence (P42858 whole entry, looked up, stated change not applied): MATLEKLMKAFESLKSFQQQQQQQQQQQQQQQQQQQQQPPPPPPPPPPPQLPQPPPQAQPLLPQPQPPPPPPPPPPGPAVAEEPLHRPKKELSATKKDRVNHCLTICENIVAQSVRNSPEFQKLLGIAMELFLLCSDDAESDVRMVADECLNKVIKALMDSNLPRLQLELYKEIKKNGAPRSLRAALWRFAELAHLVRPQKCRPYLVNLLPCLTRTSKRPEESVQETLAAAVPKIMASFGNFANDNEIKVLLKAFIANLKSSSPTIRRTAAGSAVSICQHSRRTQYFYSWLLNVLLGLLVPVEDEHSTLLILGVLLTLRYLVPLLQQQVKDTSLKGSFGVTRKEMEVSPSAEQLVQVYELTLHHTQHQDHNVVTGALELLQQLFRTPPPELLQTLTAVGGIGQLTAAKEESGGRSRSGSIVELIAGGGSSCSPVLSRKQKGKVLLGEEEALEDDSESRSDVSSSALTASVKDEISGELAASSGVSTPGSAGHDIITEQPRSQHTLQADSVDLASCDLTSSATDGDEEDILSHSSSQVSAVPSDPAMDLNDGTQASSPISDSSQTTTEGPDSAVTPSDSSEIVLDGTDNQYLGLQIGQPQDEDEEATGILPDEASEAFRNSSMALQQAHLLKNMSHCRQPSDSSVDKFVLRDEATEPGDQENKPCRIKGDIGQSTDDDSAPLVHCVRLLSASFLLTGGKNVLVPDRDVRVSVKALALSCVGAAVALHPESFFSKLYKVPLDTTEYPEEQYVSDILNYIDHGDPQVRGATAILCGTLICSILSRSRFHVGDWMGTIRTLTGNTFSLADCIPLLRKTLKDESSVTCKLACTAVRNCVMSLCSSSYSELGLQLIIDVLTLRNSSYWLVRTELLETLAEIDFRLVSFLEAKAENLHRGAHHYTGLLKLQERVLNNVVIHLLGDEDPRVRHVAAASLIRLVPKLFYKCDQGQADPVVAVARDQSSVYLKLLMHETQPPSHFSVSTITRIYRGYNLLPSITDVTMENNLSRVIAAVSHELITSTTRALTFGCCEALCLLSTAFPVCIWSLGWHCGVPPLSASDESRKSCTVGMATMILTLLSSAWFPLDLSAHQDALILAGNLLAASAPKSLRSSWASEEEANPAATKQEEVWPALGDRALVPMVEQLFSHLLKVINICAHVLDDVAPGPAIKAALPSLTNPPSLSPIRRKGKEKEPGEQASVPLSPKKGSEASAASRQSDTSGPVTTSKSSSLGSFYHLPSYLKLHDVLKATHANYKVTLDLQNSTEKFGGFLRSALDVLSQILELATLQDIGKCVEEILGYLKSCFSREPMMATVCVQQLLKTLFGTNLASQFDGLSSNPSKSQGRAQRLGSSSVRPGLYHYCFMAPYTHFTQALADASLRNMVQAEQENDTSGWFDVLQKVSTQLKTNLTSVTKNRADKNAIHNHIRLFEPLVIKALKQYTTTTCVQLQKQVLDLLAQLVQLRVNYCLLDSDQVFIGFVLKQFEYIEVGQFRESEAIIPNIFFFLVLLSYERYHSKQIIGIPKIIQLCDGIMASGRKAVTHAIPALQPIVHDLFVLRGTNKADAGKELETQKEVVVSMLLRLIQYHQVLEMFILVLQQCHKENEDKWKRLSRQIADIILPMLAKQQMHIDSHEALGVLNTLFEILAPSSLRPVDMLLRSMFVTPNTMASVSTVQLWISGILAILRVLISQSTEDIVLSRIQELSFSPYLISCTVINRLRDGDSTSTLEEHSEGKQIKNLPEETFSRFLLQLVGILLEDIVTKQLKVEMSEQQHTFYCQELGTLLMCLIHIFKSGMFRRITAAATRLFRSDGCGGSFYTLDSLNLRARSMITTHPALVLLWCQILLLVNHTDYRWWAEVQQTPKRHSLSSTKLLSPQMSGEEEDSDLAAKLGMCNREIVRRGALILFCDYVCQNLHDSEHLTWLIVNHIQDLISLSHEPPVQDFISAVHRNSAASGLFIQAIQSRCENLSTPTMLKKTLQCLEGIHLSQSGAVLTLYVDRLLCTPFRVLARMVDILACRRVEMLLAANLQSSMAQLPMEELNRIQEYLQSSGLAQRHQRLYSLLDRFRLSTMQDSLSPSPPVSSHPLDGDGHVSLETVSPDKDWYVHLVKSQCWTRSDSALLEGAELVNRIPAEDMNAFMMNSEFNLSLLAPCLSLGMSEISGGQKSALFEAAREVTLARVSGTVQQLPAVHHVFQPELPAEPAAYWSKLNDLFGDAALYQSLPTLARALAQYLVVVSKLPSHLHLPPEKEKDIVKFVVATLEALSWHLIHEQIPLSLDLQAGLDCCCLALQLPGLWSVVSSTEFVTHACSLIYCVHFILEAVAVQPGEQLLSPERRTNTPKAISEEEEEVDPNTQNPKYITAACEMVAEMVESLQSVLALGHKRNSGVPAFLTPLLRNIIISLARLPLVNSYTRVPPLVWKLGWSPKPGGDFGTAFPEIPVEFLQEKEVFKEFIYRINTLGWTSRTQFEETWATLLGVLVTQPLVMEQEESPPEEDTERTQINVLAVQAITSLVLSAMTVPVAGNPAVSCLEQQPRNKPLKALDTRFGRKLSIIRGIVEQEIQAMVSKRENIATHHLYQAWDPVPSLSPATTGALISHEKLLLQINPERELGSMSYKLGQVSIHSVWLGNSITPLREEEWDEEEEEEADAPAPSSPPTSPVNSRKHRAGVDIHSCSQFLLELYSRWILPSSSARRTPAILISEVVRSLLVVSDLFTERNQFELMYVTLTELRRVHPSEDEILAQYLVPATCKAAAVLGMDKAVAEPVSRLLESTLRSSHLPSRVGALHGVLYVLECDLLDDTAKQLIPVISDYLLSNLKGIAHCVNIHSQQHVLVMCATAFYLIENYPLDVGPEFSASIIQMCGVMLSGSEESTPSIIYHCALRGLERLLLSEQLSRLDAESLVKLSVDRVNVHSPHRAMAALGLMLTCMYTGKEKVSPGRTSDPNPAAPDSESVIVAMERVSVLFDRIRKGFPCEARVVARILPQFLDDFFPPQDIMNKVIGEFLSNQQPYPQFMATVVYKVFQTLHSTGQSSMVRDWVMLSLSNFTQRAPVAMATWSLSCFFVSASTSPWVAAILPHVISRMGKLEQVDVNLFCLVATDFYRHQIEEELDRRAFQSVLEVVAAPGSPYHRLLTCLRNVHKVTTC
An asterisk follows results filed as active; i = inactive; · = no result given; & = joins results of further samples. Rule as the data show it: active = inhibition above about 50%; inactive = the rest.

SMILES | Pf apPOL block | mHTT CaM bind
COc1ccc(C=C2Oc3c(CN4CCN(C)CC4)c(O)cc(C)c3C2=O)c(OC)c1OC | -5 | -3
CCOC(=O)Cc1nc(-c2ccccn2)n[nH]1 | -6 | 98*
CCCC(=O)N1CCC2(CC1)SCC(=O)N2c1ccc(OC)cc1 | 0 | 2
COCCn1c(C2CCN(S(=O)(=O)c3cccc(C)c3)C2)nc2cccnc21 (stereo not drawn) | -1 | 0
COc1cccc(CNC(=O)C2CCN(c3cncnc3N3CCOCC3)CC2)c1 | -4 | 9
Cc1ccc(C2CCCN2C(=O)Cc2cccc(Cl)c2)cc1 (stereo not drawn) | -2 | 12
COCCNC(=O)Cc1ccc([N+](=O)[O-])cc1 | -5 | -3
Cc1nc(C(=O)N(C)Cc2cn(C)nc2C)c(C)o1 | -6 | -4
Cn1c(C(=O)N2CCN(c3ccccn3)CC2)cc2c1CCN(Cc1ccccc1)C2 | 3 | 22
O=C(NC12CC3CC(CC(C3)C1)C2)c1ccc2c(c1)OCO2 | 3 | -8
CCCOC(=O)c1ccc(Oc2coc3cc(OC(=O)C(C)C)ccc3c2=O)cc1 | -8 | 8
COCCN(Cc1ccncc1)C(=O)Nc1cc(OC)cc(OC)c1 | -6 | -7
CC1CC2C3CCC4=CC(=O)C=C[C@]4(C)[C@@]3(F)[C@@H](O)C[C@]2(C)[C@@]1(O)C(=O)CO (stereo partly drawn) | 0 | ·
CCOC(=O)Nc1ccc2c(c1)N(C(=O)CCN1CCOCC1)c1ccccc1[S@]2=O | 0 | 1
CN(C(=O)c1noc2c1CCCCC2)c1ccccc1Cl | -4 | -9
CC1(c2ccccc2NC(=O)c2ccc([N+](=O)[O-])cc2)CC1 | 9 | 9
CN(CC(O)COc1ccc2c(c1)CCC2)C1CCCCC1 (stereo not drawn) | -4 | 2
CCc1nnc(SCC(=O)NC2CCCC2)nc1CC | -3 | 2
Cc1nccn1-c1cc(N2CCCCC2)nc2ccnn12 | 0 | -4
COc1cccc(CNC(=O)C2(C)CCCN(C(=O)NC(C)C)C2)c1 (stereo not drawn) | 8 | -5
COc1cc(COC(=O)NC(Cc2c[nH]c3ccccc23)C(=O)O)cc(OC)c1 (stereo not drawn) | -16 | ·
CCc1cccc(C)c1NC(=O)CN1C(=O)NC2(CCC(C)CC2)C1=O (stereo not drawn) | -8 | -1
CCn1cc(S(=O)(=O)N2CCc3nc[nH]c3C2)cn1 | -8 | -1
Cc1cc(C)c(C)c(S(=O)(=O)N2CCC(c3noc(-c4ccccc4)n3)CC2)c1C | -4 | -5
COc1ccc2c(c1)CC(CNC(=O)c1ccccc1Br)O2 (stereo not drawn) | -3 | -3
Next part:
SMILES | Pf apPOL block | mHTT CaM bind
Cc1nn(-c2ccccc2)c(C)c1N1CCN(C(=O)c2cc(-c3ccccc3)n[nH]2)CC1 | -3 | 99*
O=C1CC(C(=O)N2CCN(c3ccccc3F)CC2)CN1Cc1ccc(F)cc1 (stereo not drawn) | -8 | 25
N=C(N)SCCc1cnc[nH]1 | -3 | ·
COc1ccc(NS(=O)(=O)c2ccc3oc4ccccc4c3c2)cc1OC | -8 | 17
COc1ccc(C2C(C#N)=C(N)Oc3c2c(=O)[nH]c2ccccc32)cc1 (stereo not drawn) | -1 | 14
CCOc1ccccc1CNC(=O)C1CCN(C(=O)c2cc3ccsc3[nH]2)CC1 | -1 | -6
Cc1nc2c(C(=O)NCc3ccccc3)c[nH]n2c(=O)c1Cl | 73* | 46
COc1ccc2c(c1)OCC/C2=N\OC(=O)c1ccc(OC)c([N+](=O)[O-])c1 | -10 | i
COc1ccc2nc(NC(=O)c3nn(-c4ccccc4OC)c(=O)c4ccccc34)sc2c1 | -3 | 1
COc1cc(OC)c(NC(=O)N2CCn3c(C)ccc3C2C(C)C)cc1Cl (stereo not drawn) | 2 | 0
O=S(=O)(c1ccc(Cl)cc1)N1CCc2ccccc21 | -5 | -36&-29
O=C(CC(NCc1cccnc1)C(=O)O)Nc1ccc(Cl)c(Cl)c1 (stereo not drawn) | -15 | -2
Cc1ccc(C(C)C)c(OCC(=O)NN)c1 | -6 | 0
NC(=O)c1c(SCc2ccccc2)sc(C(=O)c2ccccc2)c1N | -2 | ·
O=C(Cc1ccc(-c2ccccc2)cc1)NCC(O)Cc1ccccc1 (stereo not drawn) | -13 | -4
CCOc1cc(C=O)cc(Br)c1OCC | -6 | -9
CCOC(=O)C1CCCN(Cc2cn3ccccc3n2)C1 (stereo not drawn) | -4 | -9
Cc1cccc(C2C=C(c3ccc(Cl)cc3)Nc3nnnn32)c1 (stereo not drawn) | -4 | 6
O=c1[nH]c(C2=C(O)Cn3c2nc(=O)c2ccccc23)nc2ccccc12 | · | -4
COc1ccc(N2CCN(S(=O)(=O)c3ccc(C)c([N+](=O)[O-])c3)CC2)cc1 | -11 | 12
CC(=O)Oc1ccc2c(-c3cc4cc(Cl)ccc4oc3=O)cc(=O)oc2c1 | -2 | -6
COc1ccc2c(c1)CN1C(=O)N(CCc3ccccc3)S(=O)(=O)CC21 (stereo not drawn) | -3 | 2
COc1ccc(F)cc1S(=O)(=O)N1CC2CC1CC2NC(=O)c1ccccc1 (stereo not drawn) | 10 | 16
CCN(Cc1ccccc1)C(=O)C(C)C | 5 | -9
O=c1cc(CSc2n[nH]c(-c3cccs3)n2)c2ccc(O)cc2o1 | 2 | ·
Additional structures follow:
SMILES | Pf apPOL block | mHTT CaM bind
Cc1ccc(CN2C(=O)NC3(CCN(C(=O)c4cccc(Cl)c4)CC3)C2=O)cc1 | -3 | 14
Cc1ccc(N(C)C(=O)C2C3CC4OC(=O)C2C4C3)cc1 (stereo not drawn) | -5 | -4
CN(C)CCCOc1cccc(Cl)c1 | -2 | 2
O=C(COc1ccc(Br)cc1Cl)Nc1cccc([N+](=O)[O-])c1 | -7 | -5
NC(=O)c1ccccc1OCc1ccc([N+](=O)[O-])cc1 | -4 | 5
Cc1cc(O)c(CN2CCN(CCO)CC2)c2c1C(=O)C(=Cc1cccc(Br)c1)O2 | -11 | 46
Cc1cc(C)cc(C(=O)N2CCCC(C(=O)NC3CCCC3)C2)c1 (stereo not drawn) | -5 | -4
Cc1ccc2oc(C(=O)Nc3ccc(F)cc3)c(C)c2c1 | -5 | -10
COc1ccc(CNC(=O)CN(C2CCCCC2)S(=O)(=O)c2ccc(C)cc2)cc1 | -2 | -3
N/C(=N\OC(=O)c1ccc(Cl)c([N+](=O)[O-])c1)c1ccncc1 | -5 | i
CCN(C)C(=O)c1cc(-c2ccc(OC)cc2)nn1C | -10 | -9
O=C(NCc1ccc(F)cc1)C1CCCN(C(=O)c2ccccc2Cl)C1 (stereo not drawn) | -18 | 35
CCn1cc(S(=O)(=O)CC(=O)Nc2ccc(C)cc2C)c2ccccc21 | 4 | 7
O=c1oc(-c2cccs2)nc2ccc(Br)cc12 | -3 | -2
CC1CCN(c2ccc(N3CCC(C(=O)NCc4ccccn4)CC3)nn2)CC1 | -6 | 71*
Cc1cn2c3ccccc3n(CCN3CCCC3)c2n1 | 9 | -1
Fc1ccccc1-c1nc2ccccc2[nH]1 | -5 | 5
CCOc1ccc(C=Nc2ccc(OC)cc2)cc1 | 3 | 25
O=c1n(Cc2cccc(C(F)(F)F)c2)nc2ccc(-c3ccccc3)nn12 | -3 | -14
CC(C)Cn1c(=O)c(N2CCN(C(=O)c3ccccc3Cl)CC2)nc2ccncc21 | -3 | -1
O=C1c2ccccc2C(=O)c2c(NC(=O)c3c(F)cccc3F)cccc21 | 4 | 1
NC(=O)c1c(NC(=O)c2csc3c2CCCC3)sc2c1CCCC2 | 1 | -17
N=S(=O)(O)Cc1noc2ccccc12 | -14 | ·
CCn1c(CCNC(=O)c2cccc(N(C)C)c2)nc2c(C)cccc2c1=O | 1 | 59*
O=c1c2ccccc2ncn1CCOCCOc1cccc(Br)c1 | -2 | -11
(next part)
SMILES | Pf apPOL block | mHTT CaM bind
CCN(C)C(=O)c1cc(-c2cccc(OC)c2)n(CC)n1 | -8 | -4
Cc1ccc(F)cc1S(=O)(=O)NC1CCN(c2ccccc2)C1=O (stereo not drawn) | -1 | -8
COc1ccc(NC(=O)c2ccc3nc(-c4ccccc4)cn3c2)c(OC)c1 | 0 | -6
Cc1cc([N+](=O)[O-])nn1CCCC(=O)Nc1cc(Oc2ccccc2)cc([N+](=O)[O-])c1 | -4 | 4
COc1ccc(NC(=O)COc2ccc(Cl)c(C)c2)cc1OC | -6 | -4
CCOC(=O)CSc1nnc(Cc2ccc(Cl)cc2)c(=O)[nH]1 | -16 | ·
COC(=O)c1c(NC(=O)C23CCC(C)(C(=O)C2=O)C3(C)C)sc2c1CCCC2 (stereo not drawn) | -6 | 9
Cc1ccc(-c2nnc(CCC(=O)N3CCC(C)CC3)c(=O)[nH]2)cc1 | -6 | 8
Cc1ccccc1NC(=O)CNS(=O)(=O)c1ccc(Br)s1 | -7 | -3
O=C(c1ccc2nsnc2c1)N(Cc1ccsc1)Cc1ccco1 | 2 | -3
Cc1ccccc1CSCCNC(=O)c1ccc(F)cc1 | -1 | -10
Cc1ccc(NC(=O)N2CCN(C3=CC4=NC(C)CN4C=N3)CC2)c(C)c1 (stereo not drawn) | -4 | 2
CC(=O)c1cc(-c2ccccc2)c(-c2ccccc2)s1 | 7 | -90
CCCCN(CC)C(=O)c1ccccc1Br | -8 | 0
COc1ccc(N2C(=O)/C(=C/c3ccccc3)N=C2c2ccccc2)cc1 | -2 | -40
COc1sc(S(C)(=O)=O)cc1S(C)(=O)=O | · | -2
Cc1csc(-c2cn(CC(=O)Nc3ccccc3)cn2)n1 | -4 | 7
Cc1ccc(-n2cnc(C(=O)NCCC(C)C)n2)cc1 | 4 | 10
COCC(=O)N1CCCC(c2nc(CCNC(=O)C3CCC3)cs2)C1 (stereo not drawn) | 25 | -1
O=C(Nc1ccc2cn[nH]c2c1)C1CN(c2nc3ccccc3s2)C1 | -14 | 12
CCOc1ccccc1NC(=O)c1sc2nc(-c3ccc(OC)cc3)ccc2c1N | 4 | -11
CCc1ccc(CN2CCN(Cc3ccccn3)CC2)cc1 | 2 | -3
Cc1ccc(N=Cc2nc(/C=C/c3cccc([N+](=O)[O-])c3)oc2O)c(Br)c1 | -4 | 3
O=C1OC(c2ccc(Cl)c([N+](=O)[O-])c2)=N/C1=C\c1cccc([N+](=O)[O-])c1 | 1 | 0
CCOC(=O)C(=O)N1CCc2ccccc2C1c1ccccc1F (stereo not drawn) | 5 | -20
Further entries:
SMILES | Pf apPOL block | mHTT CaM bind
Cc1nc(NC(=O)c2cccnc2)sc1C(=O)N(C)C | 2 | -3
COc1ccccc1C(=O)N1CCC(CCOc2cccnc2)CC1 | -1 | 6
CC1=CCCC2=CC(OC2=O)c2c(C)coc2C1 (stereo not drawn) | -10 | ·
O=C(Cn1c2ccccc2c(=O)c2ccc(Cl)cc21)Nc1ccc(Br)cn1 | 29 | 0
CN1CCN(CCC(=O)Nc2ccc3c(c2)OCCO3)CC1 | -7 | -26
COc1ccc(NC(=O)c2cc(C)n(Cc3cccs3)c2C)cc1 | -3 | ·
FC(F)(F)c1ccnc(N2CCN(C(=S)Nc3ccccc3N3CCOCC3)CC2)n1 | -8 | ·
O=C1Nc2c(I)cccc2C1=O | -2 | 4
CC(=O)N1CCN(c2cccc(Cl)c2)C(=O)C1C (stereo not drawn) | -1 | -8
CCC[C@H]1C(=O)CC[C@@]23CCCN2C(=O)CCC[C@@H]13 | -6 | 1
Cc1ccc(NC(=O)C2CCN(C(=O)c3cc4ccsc4[nH]3)CC2)c(C)c1 | 0 | -1
OCCC#CCN1CCCCC1 | · | 0
O=C(NC1CCCCCC1)C1CCN(C(=O)Cc2ccccc2)CC1 | -7 | -2
Cc1ccc(CNC(=O)C2CCN(S(=O)(=O)N3CC(C)CC(C)C3)CC2)cc1 (stereo not drawn) | -12 | -8
CC1=C(C(=O)Nc2cccnc2)C(c2ccc(OCc3ccccc3)cc2)n2ncnc2N1 (stereo not drawn) | -5 | 18
Cc1cc(=O)[nH]c(Nc2nc3ccccc3o2)n1 | 0 | -1
CSc1ncccc1C(=O)OCc1cc(-c2ccc3c(c2)OCCO3)on1 | -1 | -4
COc1cc(C(Nc2ccccn2)c2ccc3cccnc3c2O)cc(Br)c1OC (stereo not drawn) | -3 | 98*
O=C(CCCOc1ccc(Cl)cc1)Nc1cccc([N+](=O)[O-])c1 | -3 | -1
Cc1ccc(C(=O)N2CCC(CCOc3ccccc3)CC2)s1 | -2 | -23
CC/C(=C\c1ccc(C(=O)OC)cc1)c1cc(OC)cc2oc3ccccc3c12 | -1 | -2
Cc1cc(NS(=O)(=O)c2ccc(NC(=O)c3ccc(Cl)s3)cc2)no1 | -34 | -8

Molecules shown so far that have a thiophene ring, fused or not, in the order listed:
SMILES | Pf apPOL block | mHTT CaM bind
CCOc1ccccc1CNC(=O)C1CCN(C(=O)c2cc3ccsc3[nH]2)CC1 | -1 | -6
NC(=O)c1c(SCc2ccccc2)sc(C(=O)c2ccccc2)c1N | -2 | ·
O=c1cc(CSc2n[nH]c(-c3cccs3)n2)c2ccc(O)cc2o1 | 2 | ·
O=c1oc(-c2cccs2)nc2ccc(Br)cc12 | -3 | -2
NC(=O)c1c(NC(=O)c2csc3c2CCCC3)sc2c1CCCC2 | 1 | -17
COC(=O)c1c(NC(=O)C23CCC(C)(C(=O)C2=O)C3(C)C)sc2c1CCCC2 (stereo not drawn) | -6 | 9
Cc1ccccc1NC(=O)CNS(=O)(=O)c1ccc(Br)s1 | -7 | -3
O=C(c1ccc2nsnc2c1)N(Cc1ccsc1)Cc1ccco1 | 2 | -3
CC(=O)c1cc(-c2ccccc2)c(-c2ccccc2)s1 | 7 | -90
COc1sc(S(C)(=O)=O)cc1S(C)(=O)=O | · | -2
CCOc1ccccc1NC(=O)c1sc2nc(-c3ccc(OC)cc3)ccc2c1N | 4 | -11
COc1ccc(NC(=O)c2cc(C)n(Cc3cccs3)c2C)cc1 | -3 | ·
Cc1ccc(NC(=O)C2CCN(C(=O)c3cc4ccsc4[nH]3)CC2)c(C)c1 | 0 | -1
Cc1ccc(C(=O)N2CCC(CCOc3ccccc3)CC2)s1 | -2 | -23
Cc1cc(NS(=O)(=O)c2ccc(NC(=O)c3ccc(Cl)s3)cc2)no1 | -34 | -8
